High-throughput results as filed in PubChem.
PTAP TSG101 blk – blocks PTAP/TSG101 interaction to inhibit HIV-1 budding; Q99816; Fluorescence polarization, FITC-PTAP peptide / Tsg101 binding; Potency, µM (highest dose often 115 µM), for inactives: at the highest dose activity change, negative = inhibition, hits mostly inhibitors; 340,000 tested, under 10 active; AID 493005; active = well fitted inhibition curve with a large enough effect in the main read-out, with a control signal flat, not every such curve was filed as active; inconclusive = small, poorly fitted or top-dose-only effect, or effect the other way, or a change in a side signal; inactive = no such curve, though single readings can be large or run the other way; also: potency is read from the fitted curve at half-maximal effect; % of control where 0% means no effect
Target sequence (Q99816 whole entry, looked up): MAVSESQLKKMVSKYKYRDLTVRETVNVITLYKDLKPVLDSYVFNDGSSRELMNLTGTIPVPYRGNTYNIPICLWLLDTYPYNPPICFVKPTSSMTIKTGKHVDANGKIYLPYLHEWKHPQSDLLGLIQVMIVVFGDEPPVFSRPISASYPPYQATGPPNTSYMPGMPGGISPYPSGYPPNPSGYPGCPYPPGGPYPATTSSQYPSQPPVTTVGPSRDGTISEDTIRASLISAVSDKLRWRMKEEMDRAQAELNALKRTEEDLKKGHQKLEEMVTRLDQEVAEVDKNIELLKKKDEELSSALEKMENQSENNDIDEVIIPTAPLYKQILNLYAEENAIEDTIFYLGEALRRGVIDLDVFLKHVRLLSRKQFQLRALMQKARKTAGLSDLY
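Fluorescence anisotropy tracks displacement of a FITC-tagged PTAP peptide (50 nM) from the Tsg101 binding domain (10 uM), following a 20 min room-temperature incubation at pH 7.5.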
TCR act – activators of T cell receptors; primary human leukocytes, anti-CD3, IL-2 HTRF, 48 h; Potency, µM (series often up to 9.22 µM), for the others: at the top dose activation of IL-2 secretion, hits mostly activators; 330,000 tested, under 10 active; AID 504894; also: % of control where 0% means no effect
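Human primary leukocytes + a-CD3 beads + cpd, 48 hr; IL-2 in supernatant by HTRF (ex 320nm / em 665nm). No co-stimulatory signal supplied.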
Integrin act MD – activators of alpha7 integrin expression for muscular dystrophy. alpha7betagal myoblasts, beta-gal FDG fluorescence, 48 h. actives 0.064% (n = 350,000). Potency, µM (highest dose often 38.3 µM), for the others: top-dose activation, hits mostly activators;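 also: potency is read from the fitted curve at half-maximal effect; 100% = response of the positive control SU9516; nearly all actives have a fitted effect of over 60% in size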
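alpha7betagal+/- myoblasts (passage 13, 250/well) treated 48 h at 37C with compounds at 1:260 dilution of DMSO stock. Lysed, then beta-galactosidase activity read as FDG fluorescence (ex 480/em 540) after 30 min, with pre-read for autofluorescence.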
MBNL1-CUG inh – MBNL1-poly(CUG) RNA binding inhibition; TR-FRET MBNL1-His/biotin-(CUG)12 binding, 665/545 ratio; Potency, µM (highest dose often 57.5 µM), for inactives: at the top dose activity change, negative = inhibition, actives largely listed as inhibitors; actives 0.036% (n = 280,000); active = well fitted inhibition curve with a large enough effect in the signal ratio, with a control signal flat, not every such curve was filed as active; inconclusive = small, poorly fitted or top-dose-only effect, or effect the other way, or a change in a side signal; inactive = no such curve, though single readings can be large or run the other way; the % refers to the signal ratio; also: potency is read from the fitted curve at half-maximal effect; % is scaled to controls: 0 for no effect and ±100 for the full control effect
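Compounds (final 92 nM to 58 uM) are added to His-tagged MBNL1 and biotin-(CUG)12, then terbium anti-His antibody and streptavidin-XL665 (5 nM final). After 60 min at room temperature, the 665/545 nm ratio is read.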
TSHR antagonist – human thyrotropin receptor antagonism | P16473 | TSHR-expressing cells, TSH-stimulated cAMP HTRF, 2 h; stronger effect = lower value | activity change, negative = inhibition, % at 11.5 µM | actives 0.2% (n = 330,000);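 active = activity change below a set negative limit, meaning inhibition stronger than a set level, cut at about -70% in these data; inconclusive = activity change between two set negative limits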; also: % is scaled to controls: 0 for no effect and ±100 for the full control effect
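Cell-based HTRF cAMP assay; TSHR cells + compound, TSH EC80 (4nM final), 2 h, 37 deg C. Lysis with anti-cAMP cryptate and cAMP-d2, 30 min RT, read 665/620 nm.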
Mito fusion yeast – mitochondrial division inhibition or fusion activation; S. cerevisiae fusion-defective mutant growth rescue, CellTiterGlo 48 h; Potency, µM (top dose mostly 46.1 µM), inactives show top-dose growth rescue (activation), actives largely listed as activators; actives 0.23% (n = 320,000); AID 485298;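 also: potency is read from the fitted curve at half-maximal effect; % of control where 0% means no effect; nearly all actives have a fitted effect of over 45% in size; temperature-sensitive fusion mutants such as fzo1-1 at 37 °C on non-fermentable ethanol glycerol medium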
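Growth-rescue viability read-out: after 48 h at the non-permissive 37C in glycerol/ethanol YPEG, yeast mitochondrial fusion mutants are measured by CellTiterGlo luminescence; compounds (23 nl pinned per well) restoring growth score as division inhibitors or fusion activators.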
A-T KAP1 phos – potential ataxia-telangiectasia treatments restoring KAP-1 phosphorylation; […] A-T fibroblasts, KAP-1 phosphorylation AlphaLISA; neocarzinostatin DNA damage 30 min before lysis; actives 0.19% (n = 320,000); Potency, µM (doses to about 57.5 µM), for inactives: at the highest dose activation, usual class: activators; also: potency is read from the fitted curve at half-maximal effect; % of control where 0% means no effect; nearly all actives have a fitted effect of over 45% in size
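ATM-like activity read as KAP-1 phosphorylation via AlphaLISA donor/acceptor antibody pairs after lysis and 6 hr at 25C. Cells were ATM-null patient fibroblasts ([…], hTERT), dosed 60 min, then exposed to the DSB inducer NCS for 30 min.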
Menin MLL FP TR – inhibitors of human menin-MLL interaction, mutant MLL peptide. O00255. Menin + Texas Red MLL mutant peptide, fluorescence polarization. Potency, µM (doses to about 61.6 µM), inactives show top-dose FP activity change, negative = inhibition, hits mostly inhibitors. actives 0.23% (n = 270,000). AID 1768; active = well fitted inhibition curve with a large enough effect in the polarisation, with a control signal flat, not every such curve was filed as active; inconclusive = small, poorly fitted or top-dose-only effect, or effect the other way, or a change in a side signal; inactive = no such curve, though single readings can be large or run the other way; the % refers to the polarisation; also: potency is read from the fitted curve at half-maximal effect; % of control where 0% means no effect; many of its hits are not listed in these tables
Target sequence (O00255 whole entry, looked up): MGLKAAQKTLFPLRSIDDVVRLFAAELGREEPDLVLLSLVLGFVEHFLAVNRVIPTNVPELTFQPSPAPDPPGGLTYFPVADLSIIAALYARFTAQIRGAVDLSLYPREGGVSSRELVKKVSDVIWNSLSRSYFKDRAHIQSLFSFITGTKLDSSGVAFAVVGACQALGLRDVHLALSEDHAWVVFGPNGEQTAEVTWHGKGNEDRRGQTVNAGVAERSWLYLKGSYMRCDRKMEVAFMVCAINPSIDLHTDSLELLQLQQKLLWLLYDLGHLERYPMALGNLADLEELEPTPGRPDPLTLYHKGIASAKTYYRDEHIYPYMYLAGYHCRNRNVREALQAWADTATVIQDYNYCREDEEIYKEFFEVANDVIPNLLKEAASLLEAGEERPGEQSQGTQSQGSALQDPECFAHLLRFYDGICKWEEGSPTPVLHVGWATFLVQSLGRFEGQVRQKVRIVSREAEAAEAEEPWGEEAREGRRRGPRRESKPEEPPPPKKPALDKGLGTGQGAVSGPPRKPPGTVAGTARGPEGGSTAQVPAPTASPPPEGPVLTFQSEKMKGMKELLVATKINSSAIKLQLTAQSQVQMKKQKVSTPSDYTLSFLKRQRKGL
ASM inhibitor – inhibitors of human secretory acid sphingomyelinase | placental ASM, HMU-PC fluorogenic substrate, 60 min | actives 0.006% (n = 340,000) | Potency, µM (highest dose often 57.5 µM), for the others: top-dose activity change, negative = inhibition, usual class: inhibitors; also: potency is read from the fitted curve at half-maximal effect
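Human placenta-derived ASM enzyme was preincubated with compound for 10 minutes at room temperature, then given fluorogenic substrate HMU-PC0 (9 uM final) for 60 minutes at 37 °C; a pH 10 stop preceded fluorescence reading at Ex 386/Em 447 nm.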
CXXC DNA block – blocks binding of human MLL CXXC domain to DNA; Q03164; MLL-CXXC / FITC-HOXA9 DNA fluorescence polarization; Potency, µM (highest dose often 115 µM), for inactives: at the top dose activity change, negative = inhibition, usual class: inhibitors; actives 0.037% (n = 290,000); AID 2662; active = well fitted inhibition curve with a large enough effect in the polarisation, with a control signal flat, not every such curve was filed as active; inconclusive = small, poorly fitted or top-dose-only effect, or effect the other way, or a change in a side signal; inactive = no such curve, though single readings can be large or run the other way; the % refers to the polarisation; also: potency is read from the fitted curve at half-maximal effect
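Steps: dispense CXXC domain solution (7 uM) → pin compounds or unlabeled HOX-A9 DNA control → 5 min ambient → add FLSN-HOX-A9 solution (50 nM) → spin → 30 min ambient → fluorescence polarization. Tris pH 7.5/NaCl/DTT/BSA buffer.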
* = called active by the depositor; u = inconclusive; x = no result given; [ ] = another dose, or the depositor's remark. Unless noted, calls follow the shape of the dose curve; as a rule, active = well fitted curve in the direction sought with a large enough effect; inconclusive = small, poorly fitted or top-dose-only effect, or another doubt; inactive = no such curve, though single readings can be large; an effect the other way counts as inactive or inconclusive. Not all compounds are listed; rates above refer to the full screens.

Structure	PTAP TSG101 blk	TCR act	Integrin act MD	MBNL1-CUG inh	TSHR antagonist	Mito fusion yeast	A-T KAP1 phos	Menin MLL FP TR	ASM inhibitor	CXXC DNA block
CCOC(=O)[C@H]1[C@H]2COc3ccc(C)cc3[C@@H]2N2C(=O)CN(Cc3ccc(C)cc3)C(=O)[C@@]12C	0%	-2%	-6%	x	0	0%	-3%	x	3%	x
CCCS(=O)(=O)c1nc(S(=O)(=O)c2ccc(C)cc2)c(N2CCOCC2)s1	-1%	7%	-42%	-6%	1	0%	26%	6%	-1%	u
COc1ccc(CCNC(=O)Cn2c(=O)n(-c3cc(F)ccc3F)c(=O)c3sccc32)cc1OC	-8%	-1%	-10%	-5%	-1	-5%	0%	0%	1%	1%
O=C(O)c1cc(S(=O)(=O)N(Cc2ccccc2)c2ccccc2)ccc1Cl	-5%	-16%	-11%	-1%	4	1%	1%	37%[activator]	6%	-3%
O=c1cc(-c2ccccc2)c2ccc(O)cc2o1	-2%	-14%	23%	x	x	x	x	x	151%[activator]	x
CCOC(=O)C1CCN(C(=O)CN(c2ccc3c(c2)OCCO3)S(=O)(=O)c2ccccc2)CC1	-4%	3%	-23%	x	3	1%	7%	x	1%	x
N#CC1=C(S)N(c2ccc(F)cc2)C(c2cccs2)NC1=O (configuration not stated)	-8%	-18%	-1%	-1%	-5	0%	-1%	-3%	1%	-2%
Cc1cccn2cc(CSc3ccccc3N)nc12	x	x	15%	-5%	1	2%	-1%	-5%	-2%	3%
CCc1ccccc1NC(=O)c1cc(-c2ccc(OC)cc2)on1	-1%	-6%	-25%	-1%	0	6%	9%	36%[activator]	5%	-1%
O=C(O)c1ccc(CSc2nnc(-c3ccncc3)n2CC2CCCO2)cc1 (configuration not stated)	-6%	6%	15%	6%	-7	-1%	-1%	11%	5%	-1%
CC(=O)c1ccc(NC(=O)CN2C(=O)NC(C)(C3CCCCC3)C2=O)cc1 (configuration not stated)	-1%	-1%	22%	x	10	-1%	-11%	x	-1%	x
CCCCCC(=O)NC(NC(=S)N1CCOCC1)C(Cl)(Cl)Cl (configuration not stated)	-2%	-6%[46.1 µM]	-17%	-15%	5	5%	-5%	2%	-1%	8%
c1ccc(-n2ncc3c(N4CCN(CCOc5cccc6ccccc56)CC4)ncnc32)cc1	-4%	x	-6%	-6%	-13	1%	3%	-4%	-28%	u
COC(=O)c1ccccc1N=Nc1c(C)noc1C	-7%	12%	-14%	26%	0	-4%	-2%	x	-1%	6%
CCC1CSC(=Nc2ccc(C)cc2)N1C(=O)CN1C(=O)NC2(CCCC2)C1=O (configuration not stated)	x	1%	3%	5%	-3	-10%	2%	-16%	-4%	-14%
COc1cccc(-c2nn(C)c3sc(C(=O)Nc4ccc5c(c4)OCCO5)cc23)c1	-4%	-3%	22%	-3%	7	17%	x	u	-24%	22%
CCC(C)(C)NC(=O)C(c1ccc(OC)cc1)N(Cc1ccco1)C(=O)CCC(=O)Nc1cc(C)on1 (configuration not stated)	-3%	7%[46.1 µM]	0%	-1%	1	-3%	-3%	0%	0%	-4%
O=C(CSc1nnc(CNC(=O)c2ccccc2F)o1)c1ccccc1	-4%	9%	23%	u	-3	1%	-1%	-16%	-1%	4%
CC(C)N(Cc1nc(-c2ccccc2)no1)C(=O)C1CCCCC1	-7%	0%	6%	1%	4	3%	-3%	-7%	-2%	-18%
Cc1ccc(NC(=S)NC2CCSc3ccccc32)cc1 (configuration not stated)	-7%	-8%	-45%	-6%	6	-19%	16%	45%[activator]	-7%	0%
CCN(CC)S(=O)(=O)c1ccc(C(=O)NCC2CCCCC2)cc1	-2%	2%	2%	1%	13	-3%	-6%	3%	6%	-4%
COc1ccc(CCC(=O)N2CCN(S(=O)(=O)c3cccs3)CC2)cc1	-1%	6%	-5%	x	-7	1%	3%	x	1%	x
CNC(=O)C1=C(C)NC(=S)NC1c1cc2c(cc1OC)CCCC2 (configuration not stated)	1%	1%[46.1 µM]	16%	u	2	-6%	6%	-1%	1%	0%
Cc1c(C(=O)N2CCCCC2)c(S(=O)(=O)NCc2ccc(Cl)cc2)c(C)n1C	-8%	2%	-21%	-6%	-6	2%	-3%	4%	1%	-4%
O=C(O)CSc1sc(=S)sc1SCC(=O)O	-20%	-6%	-19%	u	7	-1%	2%	-5%	-1%	-4%
CC(NS(=O)(=O)/C=C/c1ccccc1)C(=O)O (configuration not stated)	-2%	4%	0%	-4%	-1	-5%	6%	3%	-4%	-7%
Cc1cccc(C(=O)OCC(=O)NC(=O)NCc2ccccc2)c1	-3%	3%	7%	x	4	5%	3%	x	-2%	x
O=C(Nc1ccc(N2CCCC2)cc1)c1cc(Cl)ccc1Cl	-1%	6%	-47%[inhibitor]	7%	-6	4%	-1%	u	3%	23%
Cc1ccccc1NC(=O)c1ccc(NS(=O)(=O)c2cc(C(C)(C)C)cc(C)c2C)cc1	0%	-1%[46.1 µM]	0%	-3%	-37	-8%	1%	0%	-16%	1%
Oc1ccc(C=Nc2ccccc2-c2nc3ccccc3[nH]2)c(O)c1	-1%	-7%[46.1 µM]	-26%	5%	-10	0%	2%	u	491%[activator]	30%[activator]
CCc1cc2c3c(c(=O)oc2cc1OCC(=O)OC)CCCC3	-2%	4%	19%	-3%	9	5%	14%	-3%	-8%	-2%
COc1ccc2cc(/C=N/NC(=O)CSCc3ccc([N+](=O)[O-])cc3)c(Cl)nc2c1	-1%	0%	-15%	11%	-13	5%	3%	9%	5%	35%[activator]
Cn1c(=S)[nH]c2ccccc21	-5%	-4%	6%	-21%	6	-2%	x	2%	6%	3%
CCOC(=O)N1CCN(C2CC(=O)N(c3ccccc3)C2=O)CC1 (configuration not stated)	-6%	x	-8%	-17%	13	-9%	1%	12%	3%	-4%
CC1CCN(C(=O)C2CCCN(S(C)(=O)=O)C2)CC1 (configuration not stated)	-12%	5%	7%	1%	9	2%	-3%	2%	3%	12%
CCN(CC)CCOC(=O)C12CC3CC(CC(C3)C1)C2	-8%	7%	-11%	-1%	-2	5%	3%	-3%	-6%	9%
COc1cc(CCC(=O)OCC(=O)Nc2ccccc2F)cc(OC)c1OC	-12%	12%	3%	-2%	10	-2%	6%	-16%	4%	14%
CC(=O)c1cn(CC(=O)Nc2ccccc2C(F)(F)F)c2ccccc12	0%	-1%	-15%	6%	-2	-2%	5%	-6%	5%	1%
CC(=O)c1ccc(NC(=O)c2cc3ccccc3o2)cc1	-4%	-5%	-11%	1%	1	0%	0%	-12%	4%	-8%
COCCCNC(=S)NC1CCCCC1	-1%	-1%[46.1 µM]	14%	5%	4	-9%	12%	-5%	-3%	-1%
Cc1csc(SCC(=O)NC(=O)C2CCCCC2)n1	0%	-7%	12%	3%	16	14%	0%	-8%	10%	-4%
CC(C)(C)c1ccc(CCC2OCC(CN3CCOCC3)O2)cc1 (configuration not stated)	-2%	12%	-2%	-4%	2	-1%	12%	x	-1%	3%
COc1cccc(NC(=S)NC(C)c2ccc(OC)c(OC)c2)c1 (configuration not stated)	-7%	1%	1%	1%	-8	9%	1%	13%	2%	9%
O=C(NNc1nc2cc3c(cc2s1)OCCO3)c1ccc(F)cc1	-2%	5%	u	-3%	8	1%	-2%	0%	1%	-2%
Cc1cccc(N2CCN(C(=O)COc3cc(=O)n(C)c4ccccc34)CC2)c1C	-8%	2%	-9%	-5%	-8	14%	3%	-9%	-18%	2%
